XiGFP reactiv: reactivates the inactive X chromosome in mouse fibroblasts. XiGFP mouse fibroblasts, % GFP-positive cells imaging, 3 d; cells co-treated with 5-aza-dC sensitizer; scaled so ellipticine positive control = 100%. activation, % at 7.58 µM. 0.055% of 360,000 active. AID 743238;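 active = mean normalized replicate activation at least 10% and every replicate at or above 10%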;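 note: 0% = median of on-plate neutral control wells and 100% = ellipticine 6 µM median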
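Material: XiGFP fibroblasts, SV40-immortalized; Buffer or medium: DMEM containing 5-aza-dC; Compound dosing: single point; Times: 3 days compound exposure.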
S100A4 inh HTS: inhibitors of human S100A4 binding to myosin IIA peptide; inhibition, % at 10.7 µM; 0.14% of 360,000 active; S100A4/TAMRA-MyoIIA peptide fluorescence polarization;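 active = mean inhibition of at least 70% across replicates, with every replicate also reaching that level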
Target sequence (P26447 whole entry, looked up): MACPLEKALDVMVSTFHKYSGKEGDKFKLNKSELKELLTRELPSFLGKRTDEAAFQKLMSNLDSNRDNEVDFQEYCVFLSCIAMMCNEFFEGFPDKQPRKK
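incubation = readout 5 min after mixing, signal stable up to 60 min | system = S100A4 monomer protein | buffer or medium = HEPES pH 7.2 with CaCl2, KCl, NaCl, DTT, Triton | benchmarks = neutral control DMSO, positive control TFP | also added = fluorescent myosin IIA peptide, 5 nM | compound dosing = one concentration per compound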
RAD52 inh: RAD52 (human) annealing inhibition. P43351. recombinant RAD52 DNA annealing, FRET fluorescence. inhibition, % at 18.7 µM. 0.46% of 360,000 active. AID 651710;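 active = every replicate showing at least 50% inhibition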
E-selectin induc: induces E-selectin expression in human endothelial cells. P16581. HUVEC E-selectin immunofluorescence imaging; normalized: neutral wells 0, TNF-alpha wells 100. 0.37% of 260,000 active. AID 686992. activation, % at 7.58 µM;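 active = mean E-selectin-positive cell signal at least 10% of the positive control, reached in at least 60% of replicates, without over 20% cell loss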;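 note: in these data hits start at about 27%; measured in HUVEC primary endothelial cells; signal is the percent of cells scored E-selectin positive by PE staining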
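Read-out: % PE-positive cells | Test system: HUVEC | Doses: One compound dose added by pin transfer | Buffer or medium: EGM-2 over gelatin coat | Signal: Immunofluorescence imaging | Benchmarks: TNF-alpha, DMSO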
esBAF inh: SWI/SNF esBAF complex inhibition; reporter increase, % at 12.5 µM; 2% of 350,000 active; mouse ES cells, Bmi1-luciferase knock-in reporter, 24 h; 100% = twice the neutral-well signal; in the data active = activation above about 40%;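 note: 0% = median of the plate's neutral control wells and 100% = double that signal; a rise in the Bmi1 reporter signal indicates esBAF inhibition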
FN deposition inh: fibronectin deposition inhibition. AH1F fibroblasts, Alexa488-fibronectin deposition fluorescence, overnight. inhibition, % at 12.6 µM. 0.086% of 350,000 active. AID 743247;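 active = mean inhibition across replicates of 30% or more, regardless of how many single replicates reach that level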;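 note: positive control wells lacked labelled fibronectin entirely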
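Assay system: AH1F fibroblasts / Quantity: 10000 cells per well / Medium: DMEM plus 2% serum, read in PBS / Reagent: labelled fibronectin 24 nM / Dosing: single dose, pinned / Times: 1 h cell attachment, overnight exposure to compound and label / Signal: fluorescence, ex 485 nm, em 525 nm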
EWS-Fli block: inhibitors of EWS/Fli oncoprotein transcriptional activity; A673 NR0B1-luciferase reporter, viability-normalised; inhibition, % at 12.6 µM; 0.67% of 350,000 active; AID 651661;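 active = mean inhibition of at least 50% after viability correction, with every replicate also passing that limit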;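 note: firefly luciferase signal divided by Alamar Blue viability fluorescence both relative to DMSO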
RAD54 inh: inhibitors of human RAD54 branch migration; inhibition, % at 10.4 µM; AID 602329; 0.14% of 360,000 active; RAD54 Holliday junction branch migration, FAM/BHQ fluorescence; Q92698;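 active = mean normalized replicate activity at least 40 and at least half of replicates scoring 40 or more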;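 note: 0% = median of neutral control wells and 100% = median of positive control wells; inhibitors cause a drop in the FAM fluorescence signal; in these data hits start at about 50%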
Target sequence (Q92698 whole entry, looked up): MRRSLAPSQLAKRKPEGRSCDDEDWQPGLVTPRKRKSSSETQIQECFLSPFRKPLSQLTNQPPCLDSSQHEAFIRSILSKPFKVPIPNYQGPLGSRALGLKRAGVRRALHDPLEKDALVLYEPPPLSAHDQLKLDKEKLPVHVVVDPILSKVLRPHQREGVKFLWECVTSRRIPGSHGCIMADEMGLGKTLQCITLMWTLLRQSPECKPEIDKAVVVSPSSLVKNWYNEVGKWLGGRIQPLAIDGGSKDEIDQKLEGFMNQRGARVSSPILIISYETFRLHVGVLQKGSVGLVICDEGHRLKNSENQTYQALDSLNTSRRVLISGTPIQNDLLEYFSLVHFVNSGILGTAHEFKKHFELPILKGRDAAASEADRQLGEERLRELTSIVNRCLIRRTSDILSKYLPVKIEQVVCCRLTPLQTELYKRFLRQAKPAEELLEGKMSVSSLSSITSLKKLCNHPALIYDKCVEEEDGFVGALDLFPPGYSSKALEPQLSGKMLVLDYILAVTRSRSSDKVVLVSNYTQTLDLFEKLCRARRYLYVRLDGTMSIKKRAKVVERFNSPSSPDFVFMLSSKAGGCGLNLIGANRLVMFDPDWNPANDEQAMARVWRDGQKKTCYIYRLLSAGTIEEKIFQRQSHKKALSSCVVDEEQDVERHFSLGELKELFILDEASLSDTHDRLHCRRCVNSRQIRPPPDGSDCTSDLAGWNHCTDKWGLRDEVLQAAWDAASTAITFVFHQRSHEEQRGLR
* = called active by the depositor; x = no result given; & = joins results of further samples.

SMILES	XiGFP reactiv	S100A4 inh HTS	RAD52 inh	E-selectin induc	esBAF inh	FN deposition inh	EWS-Fli block	RAD54 inh
C[C@@H]1CN([C@@H](C)CO)C(=O)Cc2cc(NS(=O)(=O)c3ccc(F)cc3)ccc2O[C@@H]1CN(C)C(=O)NC1CCCCC1	0.0	1	2	0.1	3	-3	20	6
C=CCOc1ccc(/C=N/Nc2ccccn2)cc1OC	0.3	8	-3	0.0	64*	-4	-79	0
CSc1nnc(-c2cccn(Cc3cccc(Cl)c3)c2=O)o1	-0.3	0	-16	0.3	x	0	3	x
CCCC#Cc1ccc([C@H]2[C@@H](CO)N[C@@H]2CN(C(C)=O)C2CCCC2)cc1	0.5	7	-22	0.9	x	-3	-1	x
O=C(NCCOc1ccccc1)c1cccc(S(=O)(=O)N2CCN(Cc3ccccc3)CC2)c1	0.2	1	-31	0.1	3	-15	4	-5
COc1ccccc1N1CCN(c2ccc([N+](=O)[O-])cn2)CC1	-0.2	0	-3	x	10	3	-12	-4
COc1ccc(NC(=O)c2cc3c(COC(C)=O)cnc(C)c3oc2=Nc2cccc(C(=O)O)c2)c(OC)c1	x	11	-11	x	-5	x	x	-3
O=S1(=O)CCN2C=C(Br)C=C(Br)C2=N1	x	-6	-7	x	-3	x	2	-6
CCCc1cc(=O)[nH]c(SCC(=O)Nc2ccc(Cl)c(S(=O)(=O)N3CCOCC3)c2)n1	-0.1	3	3	x	-3	-5	7	1
O=C(NCC1CC1)[C@@H]1[C@@H](CO)[C@@H]2Cn3c(cccc3=O)[C@@H]2N1Cc1cccc(F)c1	0.3	-7	0	0.7	x	x	x	x
COc1cccc(NC(=O)c2cc3ccccc3cc2OC)c1	0.3	-2	-30	-0.2	50*	-1	-172	2
CC(=O)Nc1ccc(S(=O)(=O)NCCC(=O)OCC(=O)NC(C)c2ccc(Cl)cc2)cc1 (stereo not given)	0.2	0	-15	3.8	-7	2	0	-9
CC(C)CC(COCc1cccc(Cl)c1)N1CCN(C(=O)c2cccc(C(F)(F)F)c2)CCC1=O (stereo not given)	0.1	-1	-15	0.4	-3	-3	7	1
O=C(CN1CCCCCC1)N1c2ccccc2Sc2ccccc21	0.0	0	-15	x	x	x	-4	x
FC(F)(F)c1nc2cc3nc4ccccc4[nH]c3cc2n1	-0.1	-3	-21	-0.2	x	-5	-42	x

The final two entries of the section above are carried over, then new ones follow.
SMILES	XiGFP reactiv	S100A4 inh HTS	RAD52 inh	E-selectin induc	esBAF inh	FN deposition inh	EWS-Fli block	RAD54 inh
O=C(CN1CCCCCC1)N1c2ccccc2Sc2ccccc21	0.0	0	-15	x	x	x	-4	x
FC(F)(F)c1nc2cc3nc4ccccc4[nH]c3cc2n1	-0.1	-3	-21	-0.2	x	-5	-42	x
COc1ccc(C2=CC(=O)C[C@H](c3ccc(Cl)cc3)C2)cc1	0.6	-13	-13	-0.1	-2	-1	-18	-2
C[C@H](CO)N1C[C@H](C)[C@@H](CN(C)C(=O)C2CCC2)Oc2cc(C#CC(C)(C)O)ccc2S1(=O)=O	0.1	3	14	-0.1	3	-8	4	-4
Cc1cccc(NC(=O)c2ccc(N3CCOCC3)c([N+](=O)[O-])c2)n1	0.3	-7	-11	3.9	x	5	-132	8
CCOc1ccc(C(c2c(C)[nH][nH]c2=O)c2c(C)[nH][nH]c2=O)cc1OCC	0.8	0	4	-2.9	x	-6	11	-20
COCC(=O)N[C@H]1CC[C@@H](CC(=O)OC)O[C@@H]1CO	0.0	-4	-16	0.1	x	5	9	x
Cc1ccccc1S(=O)(=O)NCC[C@@H]1CC[C@@H](NC(=O)C2CCCC2)[C@@H](CO)O1	0.1&0.0	60&5	-1&-13	0.0&5.2	4	-6&-21	10&-1	19
O=C1N=C(N2CCOCC2)S/C1=C/c1ccc(-c2ccc(F)cc2)o1	0.0	16	-19	1.3	12	16	9	-1
C[C@H](CO)N1C[C@H](C)[C@@H](CN(C)Cc2ccc(C(F)(F)F)cc2)Oc2c(NC(=O)Nc3ccc(C(F)(F)F)cc3)cccc2C1=O	0.0	12	-9	1.7	-2	x	-8	-9
CC1CCN(C(=O)CSc2nnc3c(n2)[nH]c2ccccc23)CC1	0.0	-9	-18	x	3	2	25	-1
COCC1CCN(C(=O)C2CCC(=O)N(C3CCCC3)C2)CC1 (stereo not given)	0.1	-4	-8	-0.4	12	1	x	7
Cc1cc(C)c2nc(-c3ccco3)cc(C(=O)O)c2c1	0.0	-20	-79	x	x	14	3	x
Cc1noc(NC(=O)c2ccccc2C(F)(F)F)c1C#N	-0.1	-2	-5	1.1	-2	-18	4	x
CCCNC(=O)C(Cc1ccc(F)cc1)NC(=O)c1ccc(C#N)cc1 (stereo not given)	0.0	0	-14	-0.3	13	-2	-6	-3
CC(C)NC(=O)N(C)C[C@@H]1Oc2cc(C#C[C@@H](C)O)ccc2S(=O)(=O)N([C@H](C)CO)C[C@@H]1C	-1.2	10	4	0.9	-1	-5	-6	3
Cc1ccc(NC(/C=C/N(C)C)=C/C(=O)C(F)(F)F)c(C)c1	0.7	-12	-27	4.9	1	-1	8	14

One compound at a time, as listed above:
Record of `CCOc1ccc(C(c2c(C)[nH][nH]c2=O)c2c(C)[nH][nH]c2=O)cc1OCC` : XiGFP reactiv: 0.8; S100A4 inh HTS: 0; RAD52 inh: 4; E-selectin induc: -2.9; esBAF inh: x; FN deposition inh: -6; EWS-Fli block: 11; RAD54 inh: -20
Record of `COCC1CCN(C(=O)C2CCC(=O)N(C3CCCC3)C2)CC1` (stereo not given) : XiGFP reactiv: 0.1; S100A4 inh HTS: -4; RAD52 inh: -8; E-selectin induc: -0.4; esBAF inh: 12; FN deposition inh: 1; EWS-Fli block: x; RAD54 inh: 7
Record of `Cc1ccccc1S(=O)(=O)NCC[C@@H]1CC[C@@H](NC(=O)C2CCCC2)[C@@H](CO)O1` : XiGFP reactiv: 0.1&0.0; S100A4 inh HTS: 60&5; RAD52 inh: -1&-13; E-selectin induc: 0.0&5.2; esBAF inh: 4; FN deposition inh: -6&-21; EWS-Fli block: 10&-1; RAD54 inh: 19

Continued.
SMILES	XiGFP reactiv	S100A4 inh HTS	RAD52 inh	E-selectin induc	esBAF inh	FN deposition inh	EWS-Fli block	RAD54 inh
C[C@H]1CN([C@@H](C)CO)C(=O)c2cc(Br)cnc2O[C@H]1CN(C)C(=O)NC1CCCC1	-0.1	x	x	0.4	0	-9	-1	5
COc1ccc(NC(=O)N(C)C[C@@H]2Oc3ncc(Br)cc3C(=O)N([C@@H](C)CO)C[C@@H]2C)cc1	-0.1&-1.3	-4&-76	-3&0	0.2&-4.8	4&1	-4&-4	2&-5	19&-7
O=C(N[C@H]1CC[C@H](CCNC(=O)C2CCOCC2)O[C@@H]1CO)c1ccncc1	-0.2	-7	13	0.3	-7	2	0	-3
CCCCOP(=O)(OCCCC)C(O)c1ccc(F)cc1 (stereo not given)	0.2	-1	-1	4.0	x	-1	-3	x
N#CC(C#N)=C1SC(=Nc2ccccc2)C(=Nc2ccccc2)N1c1ccccc1	0.1	-2	14	-2.5	x	-3	-6	x
C[C@H]1CN([C@@H](C)CO)C(=O)Cc2cc(NC(=O)Nc3ccc(C(F)(F)F)cc3)ccc2O[C@@H]1CN(C)C(=O)Nc1ccccc1	-0.2	-2	-3	0.2	1	x	20	-1
Cc1ccc(S(=O)(=O)N(C)C[C@H]2OCCCC[C@H](C)Oc3ccc(NC(=O)C4CCCCC4)cc3C(=O)N([C@H](C)CO)C[C@H]2C)cc1	0.1	x	x	2.0	2	x	11	2
COC(=O)Cn1cc(/C=C/[N+](=O)[O-])c2ccccc21	0.0	1	-122	0.3	-3	3	-87	-1
Cc1ccccc1OCCC(=O)Nc1cccc(S(=O)(=O)Nc2ccccc2Cl)c1	0.2	1	-5	x	x	-1	-6	x
O=C(Oc1ccc(/C=N/NC(=O)c2ccco2)cc1)c1ccccc1	-0.1	-2	4	-1.1	29	0	-50	6
C[C@H](CO)N1C[C@H](C)[C@H](CN(C)C(=O)Nc2ccnc(N3CCOCC3)c2)OCc2cn(nn2)CCCC1=O	-0.3	-25	-3	0.6	-4	-10	-7	6
CC(=O)C1=C(O)C(=O)N(c2ccc(Br)cc2)C1c1cccc(F)c1 (stereo not given)	0.0	-2	-4	x	-2	5	7	6
O=C(NNC(=O)C1CCCCC1)c1ccncc1	0.1	-7	-11	-0.2	-5	0	12	-7
Cc1[nH]n(C(N)=S)c(=O)c1N=Nc1ccc2ccccc2c1	0.1	4	-22	0.0	45	4	-86	x
CN(c1ccccc1)S(=O)(=O)c1ccc(C(=O)NNC(=O)c2ccccc2)cc1	-0.1	3	-6	x	-2	-2	0	-4

Compounds shown so far with an aryl thioether with sulfur outside any ring, in the order listed:
SMILES	XiGFP reactiv	S100A4 inh HTS	RAD52 inh	E-selectin induc	esBAF inh	FN deposition inh	EWS-Fli block	RAD54 inh
CSc1nnc(-c2cccn(Cc3cccc(Cl)c3)c2=O)o1	-0.3	0	-16	0.3	x	0	3	x
CCCc1cc(=O)[nH]c(SCC(=O)Nc2ccc(Cl)c(S(=O)(=O)N3CCOCC3)c2)n1	-0.1	3	3	x	-3	-5	7	1
CC1CCN(C(=O)CSc2nnc3c(n2)[nH]c2ccccc23)CC1	0.0	-9	-18	x	3	2	25	-1

Further records follow.
SMILES	XiGFP reactiv	S100A4 inh HTS	RAD52 inh	E-selectin induc	esBAF inh	FN deposition inh	EWS-Fli block	RAD54 inh
CCCCCN(C(=O)CCC(=O)OCC(=O)c1cccc(OC)c1)c1c(N)n(CCCC)c(=O)[nH]c1=O	0.1	-3	-9	-0.3	-12	-9	4	0
CCN(CC(=O)Nc1c(F)cccc1F)C(=O)CCSc1ccc(F)cc1	0.0	-3	-1	0.0	3	-3	5	-8
CC1(C)CC(=O)C=C(NCC(=O)O)C1	x	-1	0	x	11	x	7	-2
COc1ccc(CCC(=O)Nc2cc(S(=O)(=O)N3CCCCC3)ccc2N(C)C)cc1	0.0	-2	-33	2.6	3	-3	7	0
Cc1ccc(S(=O)(=O)N(C)C[C@@H]2OCCCC[C@H](C)Oc3ccc(NS(=O)(=O)c4cn(C)cn4)cc3C(=O)N([C@H](C)CO)C[C@@H]2C)cc1	0.2	5	1	x	-5	0	6	-1
COC(=O)[C@@]12C[C@@H](CC(=O)N3CCN(C(=O)C4CC4)CC3)C(=O)N(Cc3cccc4ccccc34)C1=CCC(C)(C)C2	-0.1	1	-15	-0.3	x	-7	3	x
CN(C)CCNC(=O)c1cccc(-c2cc(NC=O)c3ncc(-c4cccc(C(F)(F)F)c4)n3c2)c1	0.5	-9	74*	-0.1	-85	4	30	35

Shown as a hit in RAD52 inh, of those listed so far:
Molecule	S100A4 inh HTS	RAD52 inh	esBAF inh
CN(C)CCNC(=O)c1cccc(-c2cc(NC=O)c3ncc(-c4cccc(C(F)(F)F)c4)n3c2)c1	-9	74*	-85
